KAT2A inh: qHTS Assay for Inhibitors of GCN5L2 | Histone acetyltransferase KAT2A (Homo sapiens), Q92830 | GCN5L2 HAT assay, ThioGlo1 CoA-SH fluorescence | Potency, µM (top dose mostly 58.9 µM), inactives show top-dose activity change, negative = inhibition, hits mostly inhibitors | hit rate 0.21% among 390,000 | AID 504327, 2011
Target sequence (Q92830 whole entry, looked up): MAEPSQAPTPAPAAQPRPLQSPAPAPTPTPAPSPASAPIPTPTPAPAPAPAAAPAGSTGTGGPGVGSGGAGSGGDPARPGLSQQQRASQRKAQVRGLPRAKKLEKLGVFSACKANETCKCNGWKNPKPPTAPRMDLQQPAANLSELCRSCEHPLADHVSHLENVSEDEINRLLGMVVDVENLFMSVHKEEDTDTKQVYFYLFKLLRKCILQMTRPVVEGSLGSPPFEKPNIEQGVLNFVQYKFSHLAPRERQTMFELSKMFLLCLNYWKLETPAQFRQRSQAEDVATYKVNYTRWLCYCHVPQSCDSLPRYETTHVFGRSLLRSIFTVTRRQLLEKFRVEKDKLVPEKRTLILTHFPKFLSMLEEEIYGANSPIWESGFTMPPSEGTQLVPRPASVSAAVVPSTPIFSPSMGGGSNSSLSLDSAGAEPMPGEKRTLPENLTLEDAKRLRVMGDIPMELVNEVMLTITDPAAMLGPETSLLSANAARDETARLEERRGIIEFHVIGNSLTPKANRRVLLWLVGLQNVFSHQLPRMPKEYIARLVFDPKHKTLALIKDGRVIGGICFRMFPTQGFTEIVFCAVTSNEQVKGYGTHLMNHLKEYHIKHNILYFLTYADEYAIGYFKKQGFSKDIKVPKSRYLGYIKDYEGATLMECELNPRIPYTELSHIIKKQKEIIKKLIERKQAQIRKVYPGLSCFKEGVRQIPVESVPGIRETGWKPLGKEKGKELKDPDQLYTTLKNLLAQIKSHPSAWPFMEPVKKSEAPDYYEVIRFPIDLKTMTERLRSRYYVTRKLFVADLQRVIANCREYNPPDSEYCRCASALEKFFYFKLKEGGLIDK
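GCN5L2 (20nM final) in 50mM HEPES, 0.1mM EDTA pH 7.5, 0.01% Tween-20 was preincubated 15 min at room temperature with compound, then given ThioGlo1 (50uM), H3(1-25) peptide (75uM) and acetyl-CoA (70uM); CoA-thiol fluorescence (Ex340/Em540) was read at 0 and 20 min.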
TDP1 block: qHTS Assay for Inhibitors of Tyrosyl-DNA Phosphodiesterase (TDP1); hit rate 0.28% among 350,000; Tyrosyl-DNA phosphodiesterase 1 (Homo sapiens), Q9NUW8; AID 485290, 2010; recombinant TDP1, AlphaScreen DNA substrate cleavage; Potency, µM (titrated, usually from 130 µM), without a hit: at the highest dose activity change, negative = inhibition, usual class: inhibitors; further: nearly all actives have a fitted effect of over 40% in size
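AlphaScreen read-out: signal falls as enzyme removes the 3' tyrosine-FITC from a 5'-biotinylated DNA oligo (15 nM, 5 min, RT). Enzyme was E. coli-made recombinant Tdp1 at 1 nM, exposed to compound for 15 min beforehand; beads 10 ug/ml, 10 min.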
DT40 TDP1 no CPT: qHTS for Inhibitors of human tyrosyl-DNA phosphodiesterase 1 (TDP1): qHTS in cells in absence of CPT. DT40 Tdp1-/- hTDP1 cells, no CPT, ATP luminescence, 48 h. Potency, µM (titrated, usually from 46.2 µM), inactives show at the highest dose activity change, negative = growth inhibition, most hits filed as inhibitors. hit rate 15% among 420,000. AID 686978, 2013; further: nearly all actives have a fitted effect of over 55% in size
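Seeded 400 DT40-hTDP1 cells/well (vehicle DMSO, no 20 nM CPT); pinned compounds; ≥48 hr at 37 °C; CellTiter-Glo luminescence as viability measure.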
Active calls of the source: *; ? = inconclusive; nt = not tested or not shown; & = joins results of further samples; [ ] = remark or other dose. The call rests on the fitted dose curve; in most records, active means well fitted curve in the direction sought with a large enough effect; inconclusive means small, poorly fitted or top-dose-only effect, or another doubt; inactive means no such curve, though single readings can be large; an effect the other way counts as inactive or inconclusive. On the % scale 0 is the no-effect control and ±100 the full control effect; potency means the concentration at half of the fitted maximal effect. These rows are one share of the data; count on the stated rates, not on these rows.

SMILES | KAT2A inh | TDP1 block | DT40 TDP1 no CPT
Cc1c(C(C)C)c(=O)n(-c2ccc(S(=O)(=O)NC3CC3)cc2)n1C | -2% | 5% | 10µM*
CN(CC(=O)NC1CCCCCCC1)S(=O)(=O)c1cnc[nH]1 | 0% | 2% | 6%
Cc1cccc(OCCCn2c(=O)oc3ccc(C)cc32)c1 | -4% | 3% | -3%
O=C(CSc1nc(-c2ccc(Cl)cc2)nc2c1Cc1ccccc1O2)N1CCCCC1 | -8% | 4% | -14%
COc1ccc(Cl)cc1NC(=O)Nc1ccccc1C(N)=O | -4% | 4% | 8.2µM*
NS(=O)(=O)c1ccc(CCNC(=O)C(=O)NCC2OCCN2S(=O)(=O)c2cccs2)cc1 (stereo unspecified) | -5% | 2% | 0%
Cn1cc(Br)c(C(=O)Nc2ncc(Br)s2)n1 | 1% | 3% | -26%
Cc1ccc(Nc2nc3nonc3nc2Nc2cccc(C(F)(F)F)c2)cc1Cl | ? | 7% | 0.46µM*
CNC(=O)c1cccc(N2CCCC2=O)c1 | 9% | 8% | -9%
c1ccc(-c2ccc(N3CC4(CCNCC4)C3)cc2)cc1 | -7% | nt | 2.6µM*
CCn1c(SCc2ccc(Cl)c(Cl)c2)nnc1C(C)NC(=O)c1ccc(OC)cc1 (stereo unspecified) | -3% | 0% | 16µM*
C=CCS/C(N)=N\N=C\c1c(O)ccc2ccccc12 | 1% | 2% | ?
CCCCn1c(SCC(=O)Nc2nccs2)nc2ccccc2c1=O | 1% | 8% | -8%
CC(C)[C@@H](N)C(=O)N/N=C/c1ccc2nccnc2c1 | -17% | -3% | ?
O=C(Cc1ccc(Cl)cc1)Nc1ccc(Br)cn1 | -5% | nt | -3%
O=C(NNC(=O)c1cc2ccccc2o1)c1ccc(Cl)cc1 | 0% | nt | -2%
COCCN(CCOC)C(=O)C1CCCN(S(=O)(=O)c2ccc(NC(=O)OC)cc2)C1 (stereo unspecified) | -2% | 0% | ?
CC(=O)Nc1cccc(C(=O)/C=C/c2ccc(N(C)C)cc2)c1 | -22% | -13% | ?
COc1cc(C(=O)Nc2ccccc2C(=O)NCc2cccnc2)cc(OC)c1OC | 0% | 0%[0.0935 µM] | ?
C/C(=N\Nc1ccc(S(N)(=O)=O)cc1[N+](=O)[O-])c1cccnc1 | -4% | nt | -22%

Results in KAT2A inh, for some of the entries so far:
Molecule	KAT2A inh
O=C(NNC(=O)c1cc2ccccc2o1)c1ccc(Cl)cc1	0%
COCCN(CCOC)C(=O)C1CCCN(S(=O)(=O)c2ccc(NC(=O)OC)cc2)C1 (stereo unspecified)	-2%

More structures follow:
SMILES | KAT2A inh | TDP1 block | DT40 TDP1 no CPT
COCCCNC(=O)c1ccccc1Sc1ccc(NC(C)=O)nc1 | -1% | 6% | -6%
CC(=O)c1ccc(OCc2cc(C(=O)N(C)Cc3cc(C)no3)no2)cc1 | -16% | 3% | -23%
COc1ccc(C(=O)CSc2ccc(-c3ccco3)nn2)cc1 | 34%[activator] | 5% | ?
O=c1c([N+](=O)[O-])c(O)c2ccccc2n1Cc1ccccc1 | 2% | nt | -2%
Cn1c(=N)n(CC(O)c2cccs2)c2ccccc21 (stereo unspecified) | 1% | 3% | -24%
CCc1ccc(NC(=O)CN(Cc2ccccc2)S(=O)(=O)c2ccc3nc(C)sc3c2)cc1 | -6% | 6% | ?
O=Cc1c[nH]c2cccc(OCc3ccccc3)c12 | -1% | 0% | 23µM*
O=C(c1cn(-c2ccccc2)nc1-c1cccc(Br)c1)N1CCOCC1 | -9% | 1% | ?
CSc1cccc(NC(=S)N(Cc2ccccc2)Cc2cccnc2)c1 | -4% | 0% | ?
Cc1cc(C)c2nc(N3C(=O)C(O)=C(C(=O)c4ccco4)C3c3cccc(O)c3)sc2c1 (stereo unspecified) | ? | 5% | 2%
Cc1cccc(OCC(=O)N(Cc2ccc(C(C)(C)C)cc2)Cc2ccco2)c1 | -15% | 2% | 10µM*
COc1ccc(S(=O)(=O)NCC(c2ccc3c(c2)OCO3)N2CCN(c3ccccc3)CC2)cc1 (stereo unspecified) | -5% | 5% | 23µM*
COc1cccc(/C=C2/SC(=S)N(CCCC(=O)Nc3ccc(O)cc3)C2=O)c1 | -13% | 5% | ?
CCN1CCN(C(=O)c2cnn(-c3ccc(F)cc3)c2-n2cccc2)CC1 | 0% | 3% | nt
O=C(CSC1CC(=O)N(c2ccc(C(=O)O)cc2)C1=O)Nc1ccc2ccccc2c1 (stereo unspecified) | ? | -1% | ?
Cc1ccc(C)c(CSc2ccc3nnc(CCNS(=O)(=O)c4ccccc4)n3n2)c1 | -2% | 13% | ?
Cc1ccc(C)c(NC(CC(=O)c2ccccc2)C(=O)OCC(=O)c2cccs2)c1 (stereo unspecified) | -8% | 7% | ?
O=C(NC1CCCC1)c1ccc(COc2ccccc2Br)o1 | -12% | 2% | ?
COc1cccc(-c2cc(C(=O)O)[nH]n2)c1 | -8% | 0% | -4%
Cc1nc(-n2nc(C)c(Cc3ccccc3Cl)c2C)sc1C(=O)N1CCC(C)CC1 | 1% | -3% | -13%
COc1ccccc1-c1cc(C(=O)Nc2c(C)n(C)n(-c3ccccc3)c2=O)no1 | -2% | -2% | -24%
Cc1cccc(C2Nc3ccccc3C(=O)N2CCc2ccccc2)n1 (stereo unspecified) | -8% | 2% | ?
CCOc1ccc(CNC(=O)CCn2nc(C)c3c(C)n(-c4ccccc4)nc3c2=O)cc1 | -42% | 3% | -17%
CC1CC2(C)Oc3ccccc3C3OCC1(CO)C(C)C32 (stereo unspecified) | nt | 0% | -3%
O=S(=O)(c1cccc(-c2n[nH]c(=S)n2-c2ccccc2Cl)c1)N1CCOCC1 | -1% | 3% | -12%
Cc1cc(/C=C(\C#N)C(=O)Nc2ccc(F)cc2)c(C)n1-c1ccc(N2CCOCC2)c([N+](=O)[O-])c1 | -8% | 10% | 12µM*
O=C(O)c1ccc(-n2cc(C(=O)c3ccccc3O)cn2)cc1 | -13% | nt | -4%
CC(=O)N1c2ccc(S(=O)(=O)N3CCC(C(=O)N4CCN(c5ccc(Cl)cc5)CC4)CC3)cc2CC1C (stereo unspecified) | -20% | 2% | 5.2µM*
Cn1c(=O)c2[nH]c(N3CCCCC3)nc2n(C)c1=O | -8% | 3% | 1%
COc1cccc(CNC(=O)Cn2nc(C)c3c(C)n(-c4ccc(C)cc4)nc3c2=O)c1OC | -16% | 0% | -21%
CN(CCOC(=O)c1cccc(F)c1)Cc1ccccc1 | 1% | 3% | ?
Cc1c(NC(=O)OCc2ccccc2)c(=O)n(-c2ccccc2)n1C | -13% | 0% | -23%
Cc1ccc(SCC(=O)N2CCN(S(=O)(=O)c3cccs3)CC2)cc1 | -9% | 1% | ?
CC(Cl)C(=O)Nc1ncc(C(F)(F)F)cc1Cl (stereo unspecified) | 1% | -2% | 0%
O=C(CS(=O)(=O)Cc1ccccc1)NCc1ccccc1Cl | -1% | 1% | 17%
COc1ccc(C2c3c(ccc4ccccc34)Oc3ncn4nc(-c5ccco5)nc4c32)cc1OC (stereo unspecified) | 1% | 2% | -27%
CC(SC1=NCCN1S(=O)(=O)c1ccccc1)c1ccccc1 (stereo unspecified) | -30% | -11% | 0%
O=C(CCS(=O)(=O)c1cc(Br)cc2c1N(C(=O)C1CC1)CC2)N1CCN(c2cccc(Cl)c2)CC1 | -7% | 8% | -3%
CCCOc1ccc(C(CC(=O)O)NC(=O)c2cccs2)cc1 (stereo unspecified) | 2% | -2% | 8%
CCOC(=O)C1C(c2ccc(O)c(OCC)c2)NC(=S)NC1(O)C(F)(F)F (stereo unspecified) | -7% | 11% | -9%

Compound profiles, as listed above. Values in the order: KAT2A inh | TDP1 block | DT40 TDP1 no CPT
Entry for O=C(CS(=O)(=O)Cc1ccccc1)NCc1ccccc1Cl → -1% | 1% | 17%
Entry for Cc1cc(/C=C(\C#N)C(=O)Nc2ccc(F)cc2)c(C)n1-c1ccc(N2CCOCC2)c([N+](=O)[O-])c1 → -8% | 10% | 12µM*

Back to the main list with the 2 entries that preceded the break.
SMILES	KAT2A inh	TDP1 block	DT40 TDP1 no CPT
CCCOc1ccc(C(CC(=O)O)NC(=O)c2cccs2)cc1 (stereo unspecified)	2%	-2%	8%
CCOC(=O)C1C(c2ccc(O)c(OCC)c2)NC(=S)NC1(O)C(F)(F)F (stereo unspecified)	-7%	11%	-9%
CCCCCc1nnc(NC(=O)c2ccc(N3CCCC3=O)cc2)s1	-10%	nt	?
O=C(O)[C@@H]1Cc2ccccc2N1	-7%	9%	10%
COc1ccc(NC(=O)C2CCCN(S(=O)(=O)c3ccc(F)cc3)C2)cc1 (stereo unspecified)	2%	2%	15µM*
Clc1ccc(OCc2nn3c(C4CCCCC4)nnc3s2)c(Cl)c1	-9%	4%	?
Cc1ccc(S(=O)(=O)N2CCC(=O)N(CCOCc3cccc(F)c3)CC2)cc1	-1%	3%	?
CN(C)CCNC(=O)COc1cccc2c1OC(C)(C)C2	-3%	-7%	1%
COc1ccc(OC)c(/C=C/C(=O)NCCc2nc3ccccc3[nH]2)c1	-18%	-1%	12µM*
Cc1ccc(Cl)cc1-n1ncc2c(NCCCc3ccccc3)ncnc21	-2%	-3%	?
O=C(C1CCCN1S(=O)(=O)c1ccc(Cl)cc1)N1CCOCC1 (stereo unspecified)	7%	2%	-4%
COc1ccc(CCC(C)N(C)Cc2ccccc2)cc1 (stereo unspecified)	-7%	3%	?
O=C(NC1CCCCCC1)C1c2ccccc2C(=O)N1Cc1ccccc1Cl (stereo unspecified)	-2%	2%	-18%
Cc1ccc(S(=O)(=O)NC(CC(C)C)C(=O)N2CCCCCCC2)cc1 (stereo unspecified)	-12%	-2%	?
O=S(=O)(NCC1CCCO1)c1ccc2c(c1)OCCO2 (stereo unspecified)	-12%	-2%	-10%
O=C(Nc1nnc(-c2ccc(Cl)cc2)o1)Nc1ccccc1F	-14%	2%	-27%
Cc1ccc(NC(=O)CSc2nnc(CNC(=O)c3cccs3)o2)c(C)c1	0%	3%	4%
CCOc1c(Cl)cc(CNCC(O)c2ccccc2)cc1OC (stereo unspecified)	15%	3%	-22%
COc1cccc(NC(=O)CN(C)C(=O)c2c(C)nn(CC(C)C)c2Cl)c1	-2%	1%	12%
CCOc1ccccc1N1CCN(C(=O)CN2C(=O)NC3(CCCC3)C2=O)CC1	4%	-6%	-5%
CC(=O)Nc1nonc1-c1nnc(SCC(=O)Nc2c(C)cccc2C)n1-c1ccccc1	-7%	5%	-29%
CC1CCCCC12NC(=O)N(CC(=O)Nc1ccc3[nH]c(=O)[nH]c3c1)C2=O (stereo unspecified)	-26%	nt	-4%
COc1cccc(CN2CC(C(=O)N3CCCCCCC3)CCC2=O)c1 (stereo unspecified)	-7%	6%	1%
O=C(COC(=O)c1ccc(Cl)nc1)Nc1ccc2c(c1)CCC2	-1%	-7%	-3%
CCC1CN(C(=O)NCc2ccccc2)c2cc(C)ccc2O1 (stereo unspecified)	2%&-18%	4%	?
CC(=O)C1C(c2ccc(Cl)cc2)NC(=O)NC1(O)C(F)(F)F (stereo unspecified)	-3%	5%	3%
CCC(C)N(C(=O)c1csnn1)C(C(=O)NCc1ccc(F)cc1)c1ccccc1 (stereo unspecified)	-1%	-1%	?
N#Cc1ccccc1NC(=O)CN1CCN(c2ccccn2)CC1	-3%	nt	0%
CCc1ccc(Cn2c(CNS(=O)(=O)c3ccc4c(c3)CCCC4)nc3cccnc32)cc1	-26%	9%	16µM*
CCC(=O)NC(c1ccco1)c1cc(Cl)c2cccnc2c1O (stereo unspecified)	-2%	0%&8%	3.7µM*
O=C(CC(=O)c1ccccc1)Nc1cc(C(F)(F)F)ccc1Cl	22%	1%	-17%
CCCCn1nc(C(=O)Oc2ccc3c(C)cc(=O)oc3c2)c2ccccc2c1=O	?	-1%	?
CCCCCCOc1cccc(N)c1	-1%	2%	-6%
CCOC(=O)N1CCN(CC(=O)Nc2ccc(C)cc2)CC1	nt	5%	-2%
Cc1ccc(C(=O)NCC(=O)OCN2C(=O)c3ccccc3C2=O)cc1C	-6%	0%	-22%
O=C(CNc1ccc2c(c1)OCO2)N/N=C\c1ccccc1Cl	-5%	0%	-8%
COc1ccc(C(=O)COC(=O)[C@H](C)Nc2ccc(C(F)(F)F)cc2[N+](=O)[O-])cc1	2%	-1%	-7%

Screening data from PubChem.
